Screens as filed in PubChem BioAssay.
APE1 inh: blocks human APE1 abasic DNA cleavage; P27695; recombinant APE1, TAMRA/BHQ-2 abasic DNA cleavage fluorescence; Potency, µM (titrated, usually from 65.8 µM), without a hit: at the top dose activity change, negative = inhibition, actives largely listed as inhibitors; actives 0.35% (n = 350,000);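 note: potency is the fitted concentration of half-maximal effect; plate controls were vehicle for no effect and reference inhibitor for full effect; nearly all actives have a fitted effect of over 55% in size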
Target sequence (P27695 whole entry, looked up): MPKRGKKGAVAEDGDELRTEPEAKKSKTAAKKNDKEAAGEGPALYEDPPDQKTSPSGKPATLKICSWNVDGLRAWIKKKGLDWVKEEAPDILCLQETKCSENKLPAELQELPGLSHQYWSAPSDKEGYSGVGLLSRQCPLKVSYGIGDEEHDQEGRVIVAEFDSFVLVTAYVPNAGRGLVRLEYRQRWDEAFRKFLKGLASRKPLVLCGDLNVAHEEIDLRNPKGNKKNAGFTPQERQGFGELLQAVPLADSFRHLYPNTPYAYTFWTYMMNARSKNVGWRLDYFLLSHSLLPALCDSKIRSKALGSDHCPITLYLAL
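Quantitative HTS: incision of a TAMRA/BHQ-2 double-stranded substrate bearing a tetrahydrofuran abasic site by 0.75 nM APE1 raises fluorescence. Substrate 50 nM final, added after 15 min compound preincubation at room temperature; progress as third-minus-first kinetic read difference.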
ERG-DNA inh: inhibitors of human ERG Ets domain-DNA interaction; P11308; AID 624246; Potency, µM (doses to about 76.9 µM), for inactives: at the highest dose FP activity, negative = inhibition, most hits filed as inhibitors; actives 0.028% (n = 370,000); fluorescence polarization, His-ERG Ets domain / labelled DNA; active = well fitted inhibition curve with a large enough effect in the polarisation, with a control signal flat; inconclusive = small, poorly fitted or top-dose-only effect, or effect the other way, or a change in a side signal; inactive = no such curve, though single readings can be large or run the other way; the % refers to the polarisation;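 note: polarization taken with two DNA probes labelled with fluorescein and Texas red; potency is the fitted concentration of half-maximal effect; % of control where 0% means no effect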
Target sequence (P11308 whole entry, looked up, the tested form may be a part): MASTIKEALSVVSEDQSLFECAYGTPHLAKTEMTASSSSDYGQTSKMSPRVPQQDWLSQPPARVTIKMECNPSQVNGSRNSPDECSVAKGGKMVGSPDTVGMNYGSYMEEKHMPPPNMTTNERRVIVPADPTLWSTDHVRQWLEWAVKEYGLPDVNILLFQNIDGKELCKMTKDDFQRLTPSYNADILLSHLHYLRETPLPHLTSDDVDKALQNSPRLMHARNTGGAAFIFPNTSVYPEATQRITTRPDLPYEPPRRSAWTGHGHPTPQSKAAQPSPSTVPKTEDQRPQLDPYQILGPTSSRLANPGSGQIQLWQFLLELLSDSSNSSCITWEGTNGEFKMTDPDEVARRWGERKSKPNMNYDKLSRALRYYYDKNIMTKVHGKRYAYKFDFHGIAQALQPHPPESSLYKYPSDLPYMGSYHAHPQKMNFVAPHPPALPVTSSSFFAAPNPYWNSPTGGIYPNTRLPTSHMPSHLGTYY
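His-tagged ERG Ets domain (1 uM in the protein solution; 300mM KCl, 50mM Tris-HCl, 1mM EDTA, 1mM DTT, pH 7.5) received compound, then a probe mix of 5 nM fluorescein-DNA and 100nM Texas-615-DNA. Fluorescence polarization was read for both dyes.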
Pol beta inh: blocks human DNA polymerase beta activity | Pol beta primer extension/strand displacement, fluorescence kinetic | Potency, µM (highest dose often 114 µM), inactives show at the top dose activity change, negative = inhibition, usual class: inhibitors | actives 1.3% (n = 340,000); note: potency is the fitted concentration of half-maximal effect; % is set by controls: 0 for no effect and ±100 for the full control effect
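Values derive from four-parameter Hill fits of normalized kinetic data: reads at 0 and 10 min following addition of 50 nM substrate to 10 nM Pol beta preincubated 15 min with compound.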
Anesthetic bind: binds horse apoferritin like a general anesthetic | P02791 | apoferritin/1-aminoanthracene competitive binding, fluorescence | Potency, µM (series often up to 77.5 µM), for inactives: top-dose activity change, negative = displacement, usual class: inhibitors | actives 0.074% (n = 350,000); note: potency is the fitted concentration of half-maximal effect; % is set by controls: 0 for no effect and ±100 for the full control effect; nearly all actives have a fitted effect of over 20% in size
Target sequence (P02791 2-175 limits assumed): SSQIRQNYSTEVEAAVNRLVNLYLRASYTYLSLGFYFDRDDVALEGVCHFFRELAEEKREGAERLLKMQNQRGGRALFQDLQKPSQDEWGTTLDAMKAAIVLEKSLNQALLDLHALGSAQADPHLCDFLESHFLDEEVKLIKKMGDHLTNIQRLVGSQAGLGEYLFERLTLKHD
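Concentration-response curves derived by four-parameter Hill fitting of normalized fluorescence, where compounds displaced 1-AMA from 10 uM horse apoferritin following a brief 10 min room-temperature incubation; propofol titration acted as positive control.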
12-LOX inh: inhibitors of human 12S-lipoxygenase ALOX12; purified 12hLO, xylenol orange hydroperoxide absorbance; Potency, µM (doses to about 108 µM), inactives show at the top dose activity change, negative = inhibition, hits mostly inhibitors; P18054; actives 1.1% (n = 580,000); note: potency is the fitted concentration of half-maximal effect; % is set by controls: 0 for no effect and ±100 for the full control effect
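Purified human 12hLO (150 nM final) in 25 mM Hepes, 0.01% Triton X-100, pH 7.0 was preincubated 15 min at room temperature with compound. Then 40 uM arachidonic acid was added, 30 min. Hydroperoxide was read by Fe-XO absorbance ratio 573/405 nm.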
BLM inh: blocks DNA unwinding by human BLM helicase; AID 2528; P54132; Potency, µM (highest dose often 56.1 µM), for the others: at the top dose activity change, negative = inhibition, actives largely listed as inhibitors; actives 0.2% (n = 350,000); recombinant BLM DNA unwinding, fluorescence dequenching;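 note: potency is the fitted concentration of half-maximal effect; plate controls were vehicle for no effect and no enzyme for full effect; nearly all actives have a fitted effect of over 35% in size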
POLI inh: blocks human DNA polymerase iota activity; Q9UNA4; Pol iota fluorescent replication assay, 10 min; Potency, µM (titrated, usually from 115 µM), inactives show at the top dose activity, negative = inhibition, most hits filed as inhibitors; actives 1% (n = 390,000); AID 588590; note: potency is the fitted concentration of half-maximal effect
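Pol iota at 10 nM preincubated 15 min with compounds at room temperature; reaction started with fluorescent substrate, 50 nM final. Fluorescence read kinetically at 0 and 10 min; buffer-only wells as negative control.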
POLK inh: DNA polymerase kappa (human) inhibition; actives 0.53% (n = 400,000); purified Pol kappa, fluorescent DNA synthesis assay, 10 min; Potency, µM (highest dose often 107 µM), inactives show at the top dose activity, negative = inhibition, actives largely listed as inhibitors; Q9UBT6; note: potency is the fitted concentration of half-maximal effect; % is set by controls: 0 for no effect and ±100 for the full control effect
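10 nM Pol kappa was preincubated with compounds for 15 min at room temperature. Reaction started with 50 nM (final) substrate. Fluorescence read kinetically at 0 and 10 min.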
TRHR ag: activates the human TRH receptor; P34981; AID 493084; TRHR cells, calcium flux fluo-8, FDSS agonist mode; actives 0.18% (n = 360,000); activation, % at 2 µM; in the data active = activation above about 30%; note: 0% is about no effect
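Agonist-mode FDSS calcium read (Ex 480/Em 530, 1 s cycles) in 1536-well TRHR cells with fluo-8 dye, after 10-cycle baseline and 23 nL compound addition; TRH at EC20 (10 nM final) added afterwards for the enhancer phase.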
Starred values were filed as active, the others as inactive; i = inactive; u = inconclusive; x = not tested or not shown; & = joins results of further samples; [ ] = dose if it differs, or a comment. Unless noted, calls come from the whole dose curve; as a rule, active = well fitted curve in the direction sought with a large enough effect; inconclusive = small, poorly fitted or top-dose-only effect, or another doubt; inactive = no such curve, though single readings can be large; an effect the other way counts as inactive or inconclusive. An excerpt; rates above refer to the full screens.

SMILES | APE1 inh | ERG-DNA inh | Pol beta inh | Anesthetic bind | 12-LOX inh | BLM inh | POLI inh | POLK inh | TRHR ag
COc1ccc(-c2cc(-c3nnc(COC(=O)c4ccc(O)cc4)o3)c3ccccc3n2)cc1OC | -3% | 8% | -30% | -8% | 9% | -6% | 91%[activator] | -3% | 0.4
NC(=O)c1ccc(-c2ncc(-c3ccccc3)o2)cc1 | -2% | -14% | 28% | -7% | 3% | -7% | 10% | -2% | -1.5
CN(CCO)c1nc(N)c2c(N)nc3c(c2c1C#N)CC(=O)N3C1CCCC1 | u | x | 25% | u | x | -14% | x | x | 0.2
O=c1[nH]c(C2CCCN(S(=O)(=O)c3ccccc3)C2)nc2c1nnn2Cc1ccc(OC(F)(F)F)cc1 (centres undefined) | 33% | -18%&7% | 6%&49% | -4%&-2% | 6%&-16% | 1%&-2% | u | -5%&14% | -0.1&-0.2
O=C(Cc1ccc(Br)cc1)NC1CCSC1=O (centres undefined) | 18% | 4% | 24% | -5% | -5% | -2% | 69%[activator] | -10% | 0.1
Cc1ccc(NS(=O)(=O)c2ccc(C(=O)NCC(c3ccco3)N(C)C)cc2)cc1 (centres undefined) | 29% | 1% | 2% | -12% | -2% | -2% | -23% | -5% | 4.6
CC(Oc1ccccc1F)C(=O)NNC(=O)c1cc2ccccc2o1 (centres undefined) | -12% | 2% | -26% | -13% | 16% | -5% | 90%[activator] | -12% | -0.6
CCN(CC)C(=O)C(=O)Nc1ccc(F)c(Cl)c1 | 2% | -1% | -25% | -16% | -7% | -4% | 26% | -2% | -0.3
Cc1nnc(SCC(=O)NCc2ccc(F)cc2)[nH]c1=O | 4% | -6% | 18% | -7% | -13% | 1% | 12% | -1% | -0.6
COc1cc2c(cc1OC)C(c1cc(Br)ccc1F)N(C(=O)CCl)CC2 (centres undefined) | 7% | 11% | 11% | -1% | 16µM* | -5% | -11% | -3% | -0.3

Ordered by length of the SMILES (low to high): part of the list above.
SMILES | APE1 inh | ERG-DNA inh | Pol beta inh | Anesthetic bind | 12-LOX inh | BLM inh | POLI inh | POLK inh | TRHR ag
Cc1nnc(SCC(=O)NCc2ccc(F)cc2)[nH]c1=O | 4% | -6% | 18% | -7% | -13% | 1% | 12% | -1% | -0.6
COc1cc2c(cc1OC)C(c1cc(Br)ccc1F)N(C(=O)CCl)CC2 (centres undefined) | 7% | 11% | 11% | -1% | 16µM* | -5% | -11% | -3% | -0.3
CN(CCO)c1nc(N)c2c(N)nc3c(c2c1C#N)CC(=O)N3C1CCCC1 | u | x | 25% | u | x | -14% | x | x | 0.2
COc1ccc(-c2cc(-c3nnc(COC(=O)c4ccc(O)cc4)o3)c3ccccc3n2)cc1OC | -3% | 8% | -30% | -8% | 9% | -6% | 91%[activator] | -3% | 0.4

New compounds follow.
SMILES | APE1 inh | ERG-DNA inh | Pol beta inh | Anesthetic bind | 12-LOX inh | BLM inh | POLI inh | POLK inh | TRHR ag
Cc1ccc(SCc2cn3c(C)csc3n2)cc1 | 0% | x | u | u | u | 1% | u | -5% | -0.6
Cc1ccc(C(=O)N[C@H](C(=O)OCC(=O)Nc2cccc(S(N)(=O)=O)c2)C(C)C)cc1 | -1% | 0% | -13% | 1% | -28% | -4% | 49%[activator] | -15% | -0.2
CCN/C=C(\C#N)S(=O)(=O)c1ccc(Br)cc1 | 0% | 7% | 1% | -5% | 21% | -2% | -17%[58.9 µM] | -1% | -1.2
COC(=O)C1=C(CSc2nc3ccccc3s2)NC(=O)NC1c1ccc(F)cc1 (centres undefined) | 0% | 0% | 23% | -12% | -6% | 0% | 37%[activator] | -10% | -1.8
Cc1ccc(N2CC(c3nnc(NC(=O)c4ccco4)s3)CC2=O)cc1Cl (centres undefined) | x | 0% | -25% | -4% | -10% | -2% | 5% | -4% | 0.4
COc1ccc(CN2CC[C@H]3C=CC[C@@H](C(=O)Nc4ccc(Cl)c(C(F)(F)F)c4)[C@H]3C2=O)cc1OC | x | -5% | x | x | -10% | x | 14%&11% | 4%&10% | x
O=C(N[C@H]1CCC(=O)N([C@H](CSc2ccccc2)Cc2ccccc2)CC1)OCc1ccccc1 | -5% | 11% | -16% | 144%[activator] | -13% | -14% | 0%&-5% | -9%&-24% | 0.4
CC(=O)Nc1ccccc1NS(=O)(=O)c1cccc([N+](=O)[O-])c1 | -4% | -5% | -26% | -5% | -23% | -3% | 21% | -6% | 1.2
O=S(=O)(c1ccccc1)N1CCC2(CC1)CN(Cc1nccs1)C2 | 6% | x | x | x | 6%[57.4 µM] | 4% | x | -1%[60.1 µM] | x
CCn1c(SC(C)C(=O)NC2CCCC2)nc2cc(S(N)(=O)=O)ccc21 (centres undefined) | -2% | -1% | x | x | i | x | -10% | -11% | 0.7
O=C(NCCCN1CCOCC1)c1cn(-c2ccccc2)nc1-c1cccs1 | 0% | -2% | 32% | 32%[activator] | -16% | 2% | 9% | -9% | -0.1
CCC(C)NC(=O)C1(N2C(=O)c3ccccc3C2=O)CCCC1 (centres undefined) | x | 6% | x | x | -10% | x | 115%[activator] | -6% | x
COc1ccc(OC)c(N2Cc3cc(C)c(C)cc3C2)c1 | -10% | -16% | 5% | -2% | u | -17% | 66%[activator] | -8% | -0.7
CCOC(=O)CN1C(=O)C2(OCCCO2)c2cc(Br)ccc21 | 31% | 3% | 26% | 3% | 40%[activator] | -4% | 97%[activator] | -4% | 0.0
Cc1c(C(=O)N2CCN(c3ccc(C(F)(F)F)cn3)CC2)oc2ccccc12 | -3% | 4% | -16% | -1% | 0% | -10% | u | -9% | 0.4
c1ccc(N2CC3CCc4ccccc4C3=N2)cc1 (centres undefined) | 11% | 2% | -2% | 183%[activator] | 0% | -10% | 33%[activator] | 4% | 0.4
COc1ccc(Cn2c(-c3ccccc3C)nc3c(c(=O)c4ccccc4n3C)c2=O)cc1 | x | 11% | x | x | 1% | x | 40% | 2% | x
Cc1occc1C(=O)N1CCN(C(c2ccccc2)c2ccccc2)CC1 | -4% | 5% | -5% | -15% | -10% | 2% | -5% | -7% | -0.7
CC(NC(=O)C(=O)N/N=C/c1ccccc1)c1ccccc1 (centres undefined) | -3% | -6% | 4% | -2% | 12% | 0% | 31%[activator] | 7% | -0.1
O=c1cc(-c2ccccc2)c2cc3c(cc2[nH]1)OCCO3 | -1% | 1% | 33% | 0% | 15% | 1% | 12% | -21% | -0.7
Cc1oc2ccc(O)c(CN3CCOCC3)c2c1C(C)O (centres undefined) | 4% | -4% | -9% | -5% | 3% | 1% | 24% | 5% | 0.4
COc1cc(NS(=O)(=O)c2ccc(NC(=S)NC(C)=O)cc2)nc(OC)n1 | x | -4% | x | x | 0% | x | 4% | -20% | x
CN(C)/C=N/c1c(C#N)cnn1-c1ccc(F)c(Cl)c1 | -7% | x | x | -1% | x | -1% | x | 6%[60.1 µM] | x
COCCCNC(=O)c1ccc(NS(C)(=O)=O)cc1 | 5% | -1% | 4% | -4% | 145%[activator] | -3% | 6% | -1% | 0.2
COc1ccc(OC)c(NC(=O)Cn2nc(C)c3ccccc3c2=O)c1 | 34% | -1% | -22% | -12% | 16% | 1% | 29% | 8% | 0.7
COc1ccc(Cl)cc1NC(=O)C(C)N1CCN(c2ccccn2)CC1 (centres undefined) | -23% | 1% | 6% | 6% | -3% | -8% | -9% | 0% | -1.3
CC(C)[C@H](NC(=O)c1ccc(Cl)c([N+](=O)[O-])c1)C(=O)O | 0% | 8% | 26% | 4% | 1% | -1% | 18% | 8% | 0.3
CCOC(=O)[C@@]12C[C@@H]1/C(=N/O)c1ccccc1O2 | 14% | x | x | x | 19% | 2% | x | -11%[19.4 µM] | x
Cc1ccc2nc3c(c(C(=O)OCC(=O)NC4CCS(=O)(=O)C4)c2c1)CCCC3 (centres undefined) | -2% | -3% | -11% | -3% | 0% | 5% | 102%[activator] | -6% | -0.9
COc1cc2c(cc1OC)CN(C(=O)Cc1c(F)cccc1Cl)CC2 | 28% | -11% | 8% | 3% | -16% | 1% | 26% | -3% | 0.3
Cc1ccc(S(=O)(=O)NC2=C(N3CCN(c4ccccc4F)CC3)C(=O)c3ccccc3C2=O)cc1 | -1% | 12%&-4% | -27% | -18% | -20%&12% | -12% | 22% | -7%&-18% | 0.2
COc1ccc(-c2c(-c3cc(OC)cc(OC)c3)n(C)c3ccc(-c4ccc(S(N)(=O)=O)cc4)cc23)cc1 | 5% | 1% | x | x | 2% | x | 8% | 3% | -0.1
O=C(Nc1ccccc1C(=O)NC(Cc1ccccc1)C(=O)NC1CCCCCC1)c1ccccc1 (centres undefined) | -3% | -12% | 32% | -9% | 90%[activator] | -2% | 15% | -2% | 0.0
Cc1ccc(NC(=O)c2cncc(Br)c2)c([N+](=O)[O-])c1 | 3% | u | -21% | -5% | 25% | -2% | 22% | -14% | -0.8
CCOC(=O)N1CCN(C(=O)c2ccc(S(=O)(=O)NCc3ccco3)cc2)CC1 | 2% | -9% | 8% | -1% | 11% | 2% | 48%[activator] | -18% | 0.6
CCOc1ccc2oc(=O)cc(CN3CCN(c4ccccc4)CC3)c2c1 | x | -3% | 10% | -8% | -29%&0% | -1% | 14% | -23% | -1.4
O=C(NCc1ccccc1)c1ccc2c(c1)OCCO2 | 14% | 3% | 2% | -22% | 4% | -1% | 24% | -5% | 0.4
Cc1ccc(CNC(=O)Nc2ccc(OC(F)(F)F)cc2)n1C | -8% | 1% | u | u | u | -10% | -12% | -2% | 0.8
NS(=O)(=O)c1cccc(NC(=O)COC(=O)CCSc2ccccc2)c1 | 0% | 0% | 1% | u | -17% | -1% | 104%[activator] | -9% | 0.4
CC(C(=O)Nc1ccccc1C(=O)N1CCOCC1)N(c1ccc(Cl)cc1)S(C)(=O)=O (centres undefined) | -4% | 8% | 0% | -4% | 5% | 0% | 78%[activator] | -7% | 0.3
